Bioassay records (PubChem)
MEP2 TOR yeast = modulators of TOR pathway MEP2-GFP in S. cerevisiae | GFP response vs DMSO, % at 10 µM | 330,000 tested, 0.51% active | S. cerevisiae MEP2-GFP strain, flow cytometry GFP, 3 h; 100% = DMSO control level | AID 2016;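 active means GFP response versus DMSO above a set limit, roughly screen mean plus 3 SD, cut at about 180% in these data; inconclusive means fewer than 70 cells counted for a yeast strain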;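 further: median GFP fluorescence of the barcode-gated MEP2-GFP cells per well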
procasp3 activ = activators of human procaspase-3. 330,000 tested, 0.11% active. activation, % at 8.5 µM. P42574. recombinant procaspase-3 D3A, Ac-DEVD-pNA absorbance 405 nm. AID 463141;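 active means activation above the mean of all tested compounds plus 3 SD, cut at about 21% in these data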;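 further: 0% = DMSO alone and 100% = DMSO wells spiked with extra 5 µM PC-3 D3A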
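Assay system: Procaspase-3 D3A mutant, all three cleavage aspartates alanine. Buffer or medium: Zinc-free HEPES saline buffer with Triton X-100. Times: 1 h compound preincubation, 2 h substrate hydrolysis at 25 °C. Measured by: 405 nm absorbance of p-nitroaniline, reads at 0 and 120 min. Read-out basis: percent activation relative to control range. Replicates: singlicate.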
RPL19A-GFP yeast = modulators of TOR pathway RPL19A-GFP in S. cerevisiae. S. cerevisiae RPL19A-GFP strain, flow cytometry, 3 h; stronger effect = lower value. percent response vs DMSO, % at 10 µM. 330,000 tested, 0.3% active. AID 2025;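 active means percent response vs DMSO below 50%; inconclusive means fewer than 70 events counted for the yeast strain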;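 further: median channel GFP fluorescence of the barcoded RPL19A-GFP strain; ratio of sample median GFP to plate DMSO average so 100% = DMSO; lower means less RPL19A-GFP as with rapamycin TOR inhibition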
AHR activator = human AHR activation. P35869. activation, % at 5 µM. AHR-responsive luciferase reporter cells, luminescence. 320,000 tested, 2.5% active. AID 2796; in the data active means activation above about 47%;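 further: 0% = vehicle wells and 100% = reference agonist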
Target sequence (P35869 whole entry, looked up): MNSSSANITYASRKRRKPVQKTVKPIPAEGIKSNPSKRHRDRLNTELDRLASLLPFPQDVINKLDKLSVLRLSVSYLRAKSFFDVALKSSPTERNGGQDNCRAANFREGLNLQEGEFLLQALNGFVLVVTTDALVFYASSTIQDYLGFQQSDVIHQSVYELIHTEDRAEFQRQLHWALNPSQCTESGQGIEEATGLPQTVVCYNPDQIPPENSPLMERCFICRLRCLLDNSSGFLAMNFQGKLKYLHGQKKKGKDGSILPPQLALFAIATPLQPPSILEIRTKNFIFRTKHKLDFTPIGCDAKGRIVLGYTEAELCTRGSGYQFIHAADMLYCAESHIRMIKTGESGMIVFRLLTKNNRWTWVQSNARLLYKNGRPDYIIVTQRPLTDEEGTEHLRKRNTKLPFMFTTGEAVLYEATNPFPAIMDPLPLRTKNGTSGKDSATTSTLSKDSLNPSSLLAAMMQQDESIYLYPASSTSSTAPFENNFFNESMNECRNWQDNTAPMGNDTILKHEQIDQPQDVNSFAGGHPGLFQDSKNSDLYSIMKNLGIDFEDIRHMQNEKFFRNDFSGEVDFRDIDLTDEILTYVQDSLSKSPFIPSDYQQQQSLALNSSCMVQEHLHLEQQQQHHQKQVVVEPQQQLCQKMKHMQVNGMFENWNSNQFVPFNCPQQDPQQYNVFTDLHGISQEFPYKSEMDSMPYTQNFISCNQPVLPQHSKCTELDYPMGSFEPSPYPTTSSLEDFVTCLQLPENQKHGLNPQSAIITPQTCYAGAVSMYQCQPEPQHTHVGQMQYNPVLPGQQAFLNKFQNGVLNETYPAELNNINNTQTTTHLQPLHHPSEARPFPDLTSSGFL
AGP1 TOR yeast = yeast TOR pathway AGP1-GFP modulation. GFP response vs DMSO, % at 10 µM. AID 2066. 320,000 tested, 0.02% active. S. cerevisiae AGP1-GFP multiplex flow cytometry, 3 h; GFP as percent of DMSO wells;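 active means GFP response relative to DMSO above a set limit, near screen average plus 3 SD, cut at about 150% in these data; inconclusive means fewer than 70 cells counted for the yeast strain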;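 further: median GFP channel fluorescence of the gated AGP1 strain per well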
CIT2-GFP yeast = yeast TOR pathway CIT2-GFP modulation; S. cerevisiae CIT2-GFP strain, flow cytometry, 3 h; 100 means same as DMSO wells; GFP response vs DMSO, % at 10 µM; 320,000 tested, 0.065% active;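 active means GFP response relative to DMSO above a set limit, near the screen mean plus 3 SD, cut at about 150% in these data; inconclusive means Fewer than 70 cells measured for a yeast strain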;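 further: ratio of well median GFP fluorescence to mean of DMSO wells on the plate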
procasp7 counter = counter-screen: procaspase-7 (human) activation | recombinant procaspase-7, Ac-DEVD-pNA absorbance 405 nm; D23A/D198A/D206A triple mutant, cannot self-cleave; scale: DMSO 0, 5 µM enzyme 100 | activation, % at 8.5 µM | P55210 | 330,000 tested, 0.093% active;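 active means percent activation above the screen-wide mean plus 3 SD, cut at about 25% in these data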
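System: Uncleavable procaspase-7 mutant enzyme; Amount: 2 µM procaspase-7 mutant as dispensed; Schedule: 1 h compound preincubation, 2 h substrate cleavage, 25 °C; Measured by: 405 nm absorbance of p-nitroaniline; Evaluation: percent activation from buffer-corrected 0–120 min absorbance change; Control set: low DMSO alone, high DMSO plus 5 µM PC-7.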
LAP4-GFP MLPCN = yeast TOR pathway LAP4-GFP modulation; 320,000 tested, 0.34% active; GFP response vs DMSO, % at 10 µM; S. cerevisiae LAP4-GFP multiplex, flow cytometry GFP, 3 h; median GFP as percent of DMSO wells; AID 2023;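 active means GFP response vs DMSO above a set limit, about the screen mean plus 3 SD, cut at about 150% in these data; inconclusive means under 70 cell events counted for the yeast strain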
* marks the source's active call; other numbers are inactive results; u = inconclusive; x = not tested or not shown; [ ] = dose if it differs, or a comment. Some of the compounds tested (hit frequency here may not be typical).

compound,MEP2 TOR yeast,procasp3 activ,RPL19A-GFP yeast,AHR activator,AGP1 TOR yeast,CIT2-GFP yeast,procasp7 counter,LAP4-GFP MLPCN
COc1ccc(-c2nn(CCC#N)cc2C(=O)Nc2ccccc2Cl)cc1,100.4,-3.1,105.5,-1.0,99.0,104.0,-1.3,91.7
Cc1ccc(CN2CCN(C)CC2)c(C)c1,101.8,1.6,103.0,3.2,107.3,105.0,-6.7,110.4
CCOC(C(=O)OCCCN(CC)CC)(c1ccccc1)c1ccccc1,114.0,-7.7,111.3,2.2,109.3,115.7,2.6,111.0
O=S(=O)(NC1CN2CCC1CC2)c1ccc(Cl)cc1 (stereo not given),105.7,-3.6,103.2,-6.6,105.4,109.4,13.0,102.0
O=C(CF)NC(NC(=S)Nc1ccccc1O)C(Cl)(Cl)Cl (stereo not given),95.0,-5.3,102.5,7.6,97.5,96.1,-21.4,101.2
CC(C)Oc1ccc(Cc2c(O)[nH]c(=O)[nH]c2=O)cc1,100.9,-3.6,97.2,-0.2,102.9,99.9,-5.8,99.9
CCOc1ccc(-n2c(O)c(C=Nc3ccc(N(CC)CC)cc3)c(=O)[nH]c2=O)cc1,99.1,-2.6,94.2,3.2,95.4,92.2,-9.3,95.2
C=CCC1(CN2CCCC2=O)C(=O)NC(=O)NC1=O,100.3,4.5,91.2,0.1,100.6,101.4,6.6,109.1
CCN(CC(=O)Nc1ccc(NC(C)=O)cc1)C(=O)CSC(c1ccccc1)c1ccccc1,100.7,5.0,100.4,-1.3,108.9,88.9,-2.1,108.7
CN(C(=O)c1ccc(Cl)nc1)C1(c2ccccc2Cl)CCCCC1=O (stereo not given),106.2,8.5,97.5,-0.1,104.4,104.7,1.6,109.2
CN1CCN(c2ccc3c(c2)S(=O)(=O)c2ccccc2C3=O)CC1,98.7,-11.4,101.7,42.7,100.5,99.5,-10.3,98.0
COc1cc(C2c3cc4c(cc3CC3COC(=O)C32)OCO4)cc(OC)c1OC (stereo not given),99.6,0.8,101.2,-1.3,103.3,101.4,-7.0,99.3
COc1cccc(NC(=O)CN2CC(c3ccccc3)CC2=O)c1 (stereo not given),102.7,6.1,94.7,3.6,103.0,99.6,0.9,103.8
CN(CCOc1ccc(C=C2C(=O)NC(=O)NC2=O)cc1)c1ccccn1,99.0,-3.8,105.3,-2.9,114.1,106.2,-6.0,101.8
COc1ccccc1-n1c(-c2ccccc2F)nc2ccccc2c1=O,89.3,3.0,96.8,3.8,96.5,100.0,-5.4,96.0
N#CC1=C(N)Oc2c(c(=O)oc3ccccc23)C1c1ccc([N+](=O)[O-])o1 (stereo not given),94.0,-13.9,97.4,-0.7,98.2,93.0,-27.7,112.8
Cc1cc(OCc2nn[nH]n2)c2c3c(c(=O)oc2c1)CCC3,94.1,-7.1,99.2,2.2,98.4,97.8,2.6,95.2
C(=N\NC1=NCCCCC1)/c1c[nH]c2ccccc12,93.0,-0.5,94.4,31.0,99.2,97.3,1.1,97.1
CCN1CCN(c2ccc(NC(=O)C(C)C)cc2Cl)CC1,96.2,6.7,93.8,-0.3,97.4,95.3,15.3,97.1
O=c1c2ccccc2nc(SCC2CCCCO2)n1-c1ccccc1 (stereo not given),101.0,0.6,98.3,-2.7,93.8,93.8,-2.0,97.1
O=C1NC(=O)C2(Cc3ccccc3N3CCCC32)C(=O)N1c1ccccc1 (stereo not given),98.9,-7.8,98.6,23.5,102.8,92.0,-14.6,109.5
CSc1nc(N2CCN(C)CC2)c2ccccc2n1,106.8,3.7,110.9,0.6,111.2,107.1,4.4,96.3
CCOP(=O)(OCC)C(NC(=O)c1ccccc1)=C(Cl)Cl,95.5,7.5,97.1,-3.0,97.4,96.8,-5.5,94.8
O=C1NC(=O)C(=Cc2ccc(OCCOc3ccc([N+](=O)[O-])cc3)cc2)C(=O)N1,95.8,-3.7,98.5,1.3,94.3,92.8,-16.0,95.8
CCCNC(=O)N1[C@H]2CC[C@@H]1C(C(=O)OC)=C(c1ccc(OC)c(OC)c1)C2,100.6,2.3,110.5,-4.2,112.5,109.3,13.3,110.4
CCOC(=O)C1CCN(/C=C2/C(=O)NC(=S)N(c3ccccc3F)C2=O)CC1,103.1,-4.1,109.5,-2.2,101.9,103.6,-1.8,90.5
CCOC(=O)[C@@]12C(=O)C(=O)N[C@]1(c1ccccc1)C1OCCCC12 (stereo not given in full),110.2,12.4,102.3,-2.2,115.1,101.2,-4.0,106.2
O=C(Cc1ccccc1)N1CCN(Cc2ccccn2)CC1,104.5,5.7,99.3,0.1,102.8,102.7,-0.7,100.2
BrCCc1ccccc1,97.0,3.5,102.2,2.2,107.0,93.0,-5.6,95.4
C=CCC1(CN2CCCCCC2=O)C(=O)NC(=O)NC1=O,106.9,1.8,96.7,-0.2,109.3,99.6,-4.6,105.8

Some values from the list.
C=CCC1(CN2CCCCCC2=O)C(=O)NC(=O)NC1=O – AHR activator: -0.2
Cc1ccc(CN2CCN(C)CC2)c(C)c1 – AHR activator: 3.2
Cc1cc(OCc2nn[nH]n2)c2c3c(c(=O)oc2c1)CCC3 – AHR activator: 2.2

Following part
compound,MEP2 TOR yeast,procasp3 activ,RPL19A-GFP yeast,AHR activator,AGP1 TOR yeast,CIT2-GFP yeast,procasp7 counter,LAP4-GFP MLPCN
CN(C)C(=O)Oc1ccc2c(c1)O/C(=C\c1ccc(Cl)cc1)C2=O,101.2,-2.3,101.5,5.5,103.5,95.5,-4.5,98.3
C/C=C1/CN2C3CC1C(CO)(C(=O)OC)C2Cc1c3n(C)c2ccccc12 (stereo not given),126.7,12.5,92.7,5.4,22.7,90.5,1.6,99.7
COP(=O)(OC)C(NC(=O)c1ccc(C)cc1)C(Cl)(Cl)Cl (stereo not given),103.3,5.9,105.4,4.3,107.8,102.5,4.2,103.1
O=C1CN=C(c2ccc(Br)cc2)c2oc3ccccc3c2N1,95.7,1.6,99.7,82.4*,98.7,x,-2.9,85.1
CCC(=NCc1ccco1)c1c(O)n(-c2ccc(OC)cc2)c(=O)[nH]c1=O,90.9,1.4,94.9,-3.7,92.9,94.5,-9.4,x
COC(=O)C1=C(c2ccc(F)cc2OCc2ccccc2)C[C@@H]2CC[C@H]1N2C(=O)N1CCOCC1,92.1,4.3,94.7,0.5,90.0,95.6,10.2,93.2
O=P1(NCCCn2cc[n+](Cc3nc4ccccc4[nH]3)c2)C=C(c2ccccc2)OC(c2ccccc2)=C1,96.6,-2.1,96.2,3.8,102.6,104.1,10.6,112.6
Cc1ccc(OCC(=O)N2CCN(C3CCC(c4ccccc4)CC3)CC2)cc1 (stereo not given),112.3,-3.6,98.2,-2.3,100.2,104.7,3.9,106.2
O=C(NC[P+](=O)O)OCc1ccccc1,105.7,0.8,97.7,2.3,98.0,93.6,7.7,93.8
COC(=O)C1=C(c2ccc(S(C)(=O)=O)cc2)C[C@@H]2CC[C@H]1N2C(=O)N1CCOCC1,102.5,3.6,100.1,-1.9,103.8,96.5,-14.7,98.0
CN(C)c1ccc(/C=C/[N+](=O)[O-])cc1,94.6,3.1,98.7,-1.8,94.0,94.1,-7.5,125.6
CCCCCCn1c(O)c(C(C)=NC)c(=O)[nH]c1=O,100.9,6.4,92.9,2.6,90.5,89.6,-10.4,108.3
COC(=O)C1=C(c2ccc(F)cc2F)C[C@@H]2CC[C@H]1N2C(=O)NCCNC(C)=O,95.7,5.2,100.0,-1.6,99.2,103.7,-3.5,104.8
O=C(COc1ccc(Cl)cc1)N(c1ccc(Cl)cc1)C1CN2CCC1CC2 (stereo not given),101.2,-11.0,98.3,-2.6,93.8,99.5,-6.7,98.4
COc1ccc(NP(=O)(Oc2ccc(Cl)cc2)Oc2ccc(Cl)cc2)cc1OC,104.5[may fluoresce red],4.0,u,-0.9,95.8[may fluoresce red],96.8[may fluoresce red],-20.6,87.6[may fluoresce red]
CCCCCCNC(=O)N[C@H](Cc1ccc(O)cc1)C(=O)NCCC[C@H]1CN2C(=NC[C@H]2CCC)N1CC1CCC1,91.3,-8.9,99.3,1.5,82.1,77.2,-5.9,116.0
Cc1c(N=Nc2c(O)n(C)c(=O)n(C)c2=O)c(=O)n(-c2ccccc2)n1C,107.8,1.3,103.2,2.9,92.2,108.5,3.0,73.4
O=C(Nc1ccccc1)N1CCC2(CC1)OCCO2,101.6,4.6,98.7,-3.2,99.2,96.0,-13.2,94.7
Clc1ccc(C(c2ccccc2)c2ncc[nH]2)cc1 (stereo not given),100.8,-3.6,105.8,-2.6,104.1,100.3,3.5,98.0
C[C@]12C=CC(=O)C=C1CC[C@@H]1C2CC[C@]2(C)OC(=O)CCC12 (stereo not given in full),114.9,3.0,108.3,-0.7,106.3,107.4,-5.7,103.6
CSc1ccc(CN2CCN(C(=O)COc3cccc(C)c3)CC2)cc1,114.8,-1.2,104.4,1.1,102.2,113.2,-8.6,103.0
CC(C)(C)C(=O)OCC12CCC(O1)C1(C)C(=O)OCC21 (stereo not given),99.6,-5.9,107.3,1.5,103.9,115.9,7.8,104.5
Cc1ccc(O)c(C)c1,100.5,4.3,103.6,-3.2,102.7,93.8,15.4,112.0
CCCCCCC(=O)N/N=C/c1c(O)n(CCCC)c(=S)[nH]c1=O,105.6,-19.4,95.2,5.4,x,x,-20.0,x
CN1CCC(N2CC3CC(C2)c2cccc(=O)n2C3)CC1 (stereo not given),104.1,4.2,102.8,-3.1,101.0,107.5,-8.6,104.9
CC(=O)O[C@@]12CO[C@@H]1C[C@H](O)[C@@]1(C)C(=O)[C@H](O)C3=C(C)[C@@H](OC(=O)[C@H](O)[C@@H](NC(=O)c4ccccc4)c4ccccc4)C[C@@](O)([C@@H](OC(=O)c4ccccc4)C12)C3(C)C (stereo not given in full),107.3,-4.3,100.6,-1.2,105.1,108.4,-2.2,98.7
CCN(CC)CCCOC(=O)C(OC(C)C)(c1ccccc1)c1ccccc1,116.5,4.8,97.7,0.1,106.0,99.1,9.2,106.2
CN(C)c1cc(N)c2c(n1)CCC2 (tested in a mixture with another compound),100.1,-2.8,104.7,10.9,107.2,109.6,-0.2,97.7
CC(=O)[C@@]1(O)CCC2C3CC=C4C[C@@H](O)CC[C@]4(C)C3CC[C@@]21C (stereo not given in full),93.5,1.7,100.4,-1.1,95.5,95.5,-5.1,92.6
Cn1cc(C(=O)OCC(=O)NC2CCCCC2)c2ccccc21,107.0,0.7,93.1,0.7,51.9,59.3,8.7,96.2
